# TCR-CD3 inh: inhibitors of human TCR-CD3 interaction, primary screen, biochemical, fluorescence, TAMRA-labeled TCR probe; inhibition, % at 9.4 µM; hit rate 0.37% among 360,000; AID 651800, 2012; in the data active = inhibition above about 19%;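 also: recombinant mutant TCR 2C K166C tagged with TAMRA read by polarization; 0% = receptor in buffer alone and 100% = receptor with positive control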
# ABHD4 inh: ABHD4 inhibitors, primary screen, biochemical, fluorescence polarization, mouse. (Lyso)-N-acylphosphatidylethanolamine lipase (Mus musculus), Q8VD66. purified mABHD4, FP-Rh probe fluorescence polarization. inhibition, % at 8.92 µM. hit rate 0.54% among 370,000. AID 720543, 2013;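 active = inhibition exceeding the mean over every tested compound plus 3 SD, cut at about 30% in these data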;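 also: 0% = plate median of compound wells and 100% = S159A mutant with DMSO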
#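 Assay system: mouse ABHD4 enzyme, wild type / Also added: fluorescent activity-based probe FP-Rh / Doses: single nominal dose of 8.92 µM, 0.89% DMSO final / Timing: 45 min compound pre-incubation plus 60 min probe step, 25 °C / Signal: FP readout, ex 525 nm / em 598 nm / Control set: S159A mutant/DMSO as 100%, compound-well median as 0%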
# PG9 Ab binder: binders of HIV-1 gp120 antibody PG9, primary screen, biochemical, TR-FRET; HIV-1 gp120 / PG9 antibody interaction; TR-FRET gp120-PG9 antibody binding; inhibition, % at 6.7 µM; hit rate 0.43% among 360,000; in the data active = inhibition above about 8.5%
# NR1D1 modulator: modulators of Rev-erb alpha DNA binding, primary screen, biochemical, FITC-DNA, fluorescence polarization, uHTS. Nuclear receptor subfamily 1 group D member 1 (Homo sapiens), P20393. Rev-erbα–FITC-DNA binding, 90 min. activity, % at 10 µM. hit rate 0.79% among 370,000. AID 1259318, 2017;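 active = activity above about 14%, limit read from the data; passing the limit was not always enough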;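 also: 0% = DMSO wells with 35 nM protein and 100% = DMSO wells with 750 nM protein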
# PRMT1 FP inh: PRMT1 methyltransferase inhibitors, primary screen, biochemical, fluorescence polarization; Protein arginine N-methyltransferase 1 (Homo sapiens), Q99873; hit rate 1.3% among 370,000; AID 652257, 2013; recombinant PRMT1, activity-based probe fluorescence polarization; inhibition, % at 2.79 µM;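 active = inhibition above about 21% made by adding two undisclosed values, limit read from the data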
# HTRA1 inh: HTRA1 serine protease inhibitors, primary screen, biochemical, fluorescence polarization, HTS. inhibition, % at 5.96 µM. hit rate 0.5% among 340,000. Q92743. recombinant HTRA1, FP-rhodamine activity-based probe. AID 504803, 2011; in the data active = inhibition above about 36%;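 also: 0% = enzyme with DMSO and 100% = wells lacking enzyme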
# Target sequence (Q92743 whole entry, looked up): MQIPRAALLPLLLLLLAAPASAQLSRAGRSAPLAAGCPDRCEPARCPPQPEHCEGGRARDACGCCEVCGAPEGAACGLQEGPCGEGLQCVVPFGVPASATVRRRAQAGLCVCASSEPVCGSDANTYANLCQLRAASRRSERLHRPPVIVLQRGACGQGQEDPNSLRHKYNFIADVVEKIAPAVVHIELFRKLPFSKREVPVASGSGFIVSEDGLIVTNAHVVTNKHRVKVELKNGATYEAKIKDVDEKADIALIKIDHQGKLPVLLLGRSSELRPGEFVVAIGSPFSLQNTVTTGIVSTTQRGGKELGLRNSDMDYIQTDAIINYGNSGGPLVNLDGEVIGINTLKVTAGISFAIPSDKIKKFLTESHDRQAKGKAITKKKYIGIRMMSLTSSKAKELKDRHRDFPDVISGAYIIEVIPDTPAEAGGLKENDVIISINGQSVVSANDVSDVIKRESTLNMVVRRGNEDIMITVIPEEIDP
# TDP2 inh: human TDP2 enzyme inhibitors, primary screen, biochemical, epi absorbance, recombinant enzyme; T5PNP hydrolysis, p-nitrophenol absorbance 415 nm; Tyrosyl-DNA phosphodiesterase 2 (Homo sapiens), O95551; inhibition, % at 12.8 µM; AID 720702, 2013; hit rate 0.34% among 370,000;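 active = inhibition above the mean of all tested compounds plus 3 SD, set per campaign, cut at about 25% in these data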;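 also: 0% = DMSO with enzyme and 100% = buffer with substrate but no TDP2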
#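 test system = human TDP2 enzyme | input = TDP2 enzyme at 120 nM final | medium = 50 mM Tris-HCl pH 7.5 with Mg2+, KCl, DTT, BSA | also added = T5PNP substrate, 5 mM | times = 2 h at 37 °C | technique = epi absorbance | benchmarks = high control without enzyme, low control DMSO plus TDP2 | replication = each compound tested once, singlicate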
# LEDGF integ inh: blockers of LEDGF/p75-dependent integrase strand transfer – biochemical, TR-FRET, high throughput, primary screen | HIV-1 integrase (with human LEDGF/p75) | TR-FRET IN-LEDGF/p75 DNA integration, Eu/Cy5 | inhibition, % at 3.7 µM | hit rate 0.64% among 370,000;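 active = inhibition above the screen-wide mean plus 3 SD, cut at about 13% in these data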;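 also: signal is the Cy5 over europium emission ratio at 671 and 618 nm; 0% = plate median of compound wells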
# rCAG binder: binders of r(CAG) RNA repeats, primary screen, biochemical, fluorescence; r(CAG) RNA repeat, TO-PRO-1 dye displacement fluorescence; inhibition, % at 3 µM; hit rate 1.3% among 370,000; AID 651821, 2012;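 active = inhibition above the plate cutoff, the mean of all test compounds on that plate plus 3 SD, cut at about 35% in these data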;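 also: 0% = DMSO alone and 100% = 100 µM mitoxantrone as full dye displacement; higher means more dye released from RNA so lower well fluorescence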
# SIAE primary: human SIAE inhibitors, primary screen, biochemical, fluorescence polarization, FP-Rh probe, 1536-well HTS; SIAE FP-Rh probe binding; inhibition, % at 9.66 µM; hit rate 0.69% among 370,000; AID 1053197, 2014;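 active = inhibition above a cutoff: mean of compounds within the control limits plus 3 SD of those, cut at about 17% in these data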;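 also: 0% = plate median of compound wells and 100% = probe without SIAE protein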
# Target sequence (Q9HAT2 whole entry, looked up): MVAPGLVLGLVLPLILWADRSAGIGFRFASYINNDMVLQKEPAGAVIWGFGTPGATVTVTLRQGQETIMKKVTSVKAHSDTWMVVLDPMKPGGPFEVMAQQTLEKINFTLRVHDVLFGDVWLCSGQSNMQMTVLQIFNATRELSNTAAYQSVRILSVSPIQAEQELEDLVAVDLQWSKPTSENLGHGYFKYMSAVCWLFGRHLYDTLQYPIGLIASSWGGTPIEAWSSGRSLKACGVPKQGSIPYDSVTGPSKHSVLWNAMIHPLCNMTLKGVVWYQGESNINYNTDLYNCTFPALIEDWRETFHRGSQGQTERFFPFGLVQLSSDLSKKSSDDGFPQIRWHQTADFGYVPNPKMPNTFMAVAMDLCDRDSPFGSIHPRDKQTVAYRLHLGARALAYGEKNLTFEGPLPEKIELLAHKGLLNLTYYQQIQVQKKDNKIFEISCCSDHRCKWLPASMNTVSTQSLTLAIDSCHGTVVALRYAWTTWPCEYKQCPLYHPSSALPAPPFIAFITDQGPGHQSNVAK
# Active calls of the source: *; / = not tested or not shown.
(1) CC1CC1C(=O)OCC(=O)NC(=O)NCc1ccco1 (stereo unspecified)
(2) CCOC(=O)c1c(-c2cccs2)csc1NC(=O)CCCC(=O)O
(3) COc1ccc(/C=C(\NC(=O)c2ccc([N+](=O)[O-])cc2)C(=O)NCCCn2ccnc2)cc1
(4) CC1=C(C(=O)OCC(Cl)(Cl)Cl)N2C(=O)C(NC(=O)Cc3ccccc3)C2SC1 (stereo unspecified)
(5) COc1ccc2c(=O)c3c(=O)n(Cc4ccccc4)c(C(C)C)nc3oc2c1
(6) CCN1C(=O)[C@H]2[C@@H](c3ccc(-c4ccccc4)cc3)N3CCC[C@@]3(C(=O)OC)[C@H]2C1=O

Assay by compound | 1 | 2 | 3 | 4 | 5 | 6
TCR-CD3 inh | 1 | 2 | -6 | 2 | -3 | 3
ABHD4 inh | 11 | 5 | -6 | -2 | -2 | -9
PG9 Ab binder | -1.1 | 6.2 | -0.1 | 0.6 | -2.2 | -1.4
NR1D1 modulator | -5 | 0 | 0 | 0 | 6 | -3
PRMT1 FP inh | -1 | 5 | -2 | -1 | 1 | -1
HTRA1 inh | -1 | -8 | -4 | -21 | / | -35
TDP2 inh | -3 | 11 | 2 | -1 | 0 | -3
LEDGF integ inh | -4 | -1 | 1 | -3 | 4 | 3
rCAG binder | 4 | 8 | 3 | -4 | 0 | -3
SIAE primary | 1 | 3 | -6 | -4 | -2 | 3

(7) O=c1c2c3c(sc2ncn1/N=C/c1ccc(Br)o1)CCCC3
(8) Cc1cc(/C=C2/C(=O)NN(c3ccccc3)C2=O)c(C)n1-c1ccc(O)cc1
(9) NC(=O)CSc1nnc(-c2ccccn2)n1Cc1ccco1
(10) CCN(CC)S(=O)(=O)c1ccc(S(=O)(=O)Nc2cc3c(cc2C(C)=O)OCO3)cc1
(11) CCCCCCC(C)NC(=S)Nc1cc(S(=O)(=O)N(C)C)ccc1C (stereo unspecified)
(12) O=C(c1ccccc1)n1c(=O)c(F)cn(COCCBr)c1=O

Assay by compound | 7 | 8 | 9 | 10 | 11 | 12
TCR-CD3 inh | -6 | 8 | -5 | -9 | 5 | -16
ABHD4 inh | 2 | 34* | 5 | 3 | -10 | 2
PG9 Ab binder | 1.1 | -3.8 | -1.4 | -0.1 | -0.2 | -0.7
NR1D1 modulator | 1 | 4 | 5 | 2 | 7 | -3
PRMT1 FP inh | 5 | 0 | 0 | 2 | -4 | 5
HTRA1 inh | 2 | 3 | -1 | 6 | -22 | 6
TDP2 inh | -7 | -17 | 8 | -8 | -2 | -1
LEDGF integ inh | -3 | -4 | -5 | -7 | -3 | -1
rCAG binder | -1 | 28 | -2 | 2 | 2 | -4
SIAE primary | -2 | 1 | -2 | -1 | -2 | 2

(13) C[C@@H]1COc2cccc(N3CCCC3)c2S(=O)(=O)N1
(14) CC1CCN(c2ccccc2NC(=S)NC(=O)C(C)(C)C)CC1
(15) CCC(=O)NCC(c1cccs1)S(=O)(=O)c1ccc(C)cc1 (stereo unspecified)
(16) CC1(c2ccc([N+](=O)[O-])cc2)NC(=O)N(CC(=O)Nc2ccc(N3CCCCC3)cc2)C1=O (stereo unspecified)
(17) COc1cccc(CC(=O)N2CCN(C(=O)C(=O)c3cccc(C(F)(F)F)c3)CC2)c1
(18) CCN(C(=O)COC(=O)/C=C/c1ccc2c(c1)OCO2)c1c(N)n(Cc2ccccc2)c(=O)[nH]c1=O

Assay by compound | 13 | 14 | 15 | 16 | 17 | 18
TCR-CD3 inh | -3 | 3 | -2 | 4 | 1 | -3
ABHD4 inh | -5 | -3 | -8 | 8 | 1 | 1
PG9 Ab binder | 0.3 | -0.7 | -0.3 | -1.7 | 0.2 | -0.7
NR1D1 modulator | -1 | 1 | -4 | -2 | -5 | 1
PRMT1 FP inh | 0 | -4 | 10 | 0 | 2 | -1
HTRA1 inh | / | -8 | 2 | 2 | / | 1
TDP2 inh | 7 | -1 | -18 | 1 | 6 | -1
LEDGF integ inh | -2 | 8 | -2 | -5 | -1 | -1
rCAG binder | 2 | -9 | -4 | -2 | -1 | 3
SIAE primary | 4 | -3 | 2 | 9 | -9 | 0

# Profiles, quoted from the list. Values in the order: TCR-CD3 inh | ABHD4 inh | PG9 Ab binder | NR1D1 modulator | PRMT1 FP inh | HTRA1 inh | TDP2 inh | LEDGF integ inh | rCAG binder | SIAE primary
# `CCOC(=O)c1c(-c2cccs2)csc1NC(=O)CCCC(=O)O` is listed as 2 | 5 | 6.2 | 0 | 5 | -8 | 11 | -1 | 8 | 3
# `O=c1c2c3c(sc2ncn1/N=C/c1ccc(Br)o1)CCCC3` is listed as -6 | 2 | 1.1 | 1 | 5 | 2 | -7 | -3 | -1 | -2
# `COc1cccc(CC(=O)N2CCN(C(=O)C(=O)c3cccc(C(F)(F)F)c3)CC2)c1` is listed as 1 | 1 | 0.2 | -5 | 2 | / | 6 | -1 | -1 | -9
# `C[C@@H]1COc2cccc(N3CCCC3)c2S(=O)(=O)N1` is listed as -3 | -5 | 0.3 | -1 | 0 | / | 7 | -2 | 2 | 4
# `NC(=O)CSc1nnc(-c2ccccn2)n1Cc1ccco1` is listed as -5 | 5 | -1.4 | 5 | 0 | -1 | 8 | -5 | -2 | -2

# Next section
(19) CN(C)C(=O)Cn1nc(-c2ccccc2)c2ccccc2c1=O
(20) O=C(CSc1nnc(-c2ccncc2)n1C1CC1)c1cccs1
(21) O=C1ON=C(c2ccccc2[N+](=O)[O-])/C1=C/c1cccc([N+](=O)[O-])c1O
(22) O=C(Cn1cnc([N+](=O)[O-])n1)NCCO
(23) COC(=O)c1ccc(NC(=S)NNC(=O)c2ccccc2)cc1
(24) CC(C)C[C@@H](CC#N)N1CCN(Cc2ccccc2)CCC1=O

Assay by compound | 19 | 20 | 21 | 22 | 23 | 24
TCR-CD3 inh | 2 | 1 | 6 | -10 | 0 | 2
ABHD4 inh | -1 | 1 | 5 | 1 | 9 | 6
PG9 Ab binder | 0.5 | -1.9 | 0.6 | -0.3 | 1.1 | -1.1
NR1D1 modulator | -4 | 1 | 0 | -3 | -7 | 6
PRMT1 FP inh | -4 | -1 | -1 | 1 | 3 | -4
HTRA1 inh | 1 | 5 | 3 | 1 | -4 | -6
TDP2 inh | 1 | 14 | -5 | 0 | -3 | 6
LEDGF integ inh | 1 | -3 | 0 | -2 | -4 | -1
rCAG binder | 2 | 5 | 5 | -1 | 9 | -6
SIAE primary | 2 | -1 | 2 | -4 | 2 | 7

# Some of the entries so far, as labelled records.
19) CN(C)C(=O)Cn1nc(-c2ccccc2)c2ccccc2c1=O
  TCR-CD3 inh: 2 | ABHD4 inh: -1 | PG9 Ab binder: 0.5 | NR1D1 modulator: -4 | PRMT1 FP inh: -4 | HTRA1 inh: 1 | TDP2 inh: 1 | LEDGF integ inh: 1 | rCAG binder: 2 | SIAE primary: 2
20) O=C(CSc1nnc(-c2ccncc2)n1C1CC1)c1cccs1
  TCR-CD3 inh: 1 | ABHD4 inh: 1 | PG9 Ab binder: -1.9 | NR1D1 modulator: 1 | PRMT1 FP inh: -1 | HTRA1 inh: 5 | TDP2 inh: 14 | LEDGF integ inh: -3 | rCAG binder: 5 | SIAE primary: -1
21) O=C1ON=C(c2ccccc2[N+](=O)[O-])/C1=C/c1cccc([N+](=O)[O-])c1O
  TCR-CD3 inh: 6 | ABHD4 inh: 5 | PG9 Ab binder: 0.6 | NR1D1 modulator: 0 | PRMT1 FP inh: -1 | HTRA1 inh: 3 | TDP2 inh: -5 | LEDGF integ inh: 0 | rCAG binder: 5 | SIAE primary: 2

# Next compounds follow:
(25) CCOC(=O)c1ccc(C(=O)NNC(=O)C2CC=CCC2)cc1 (stereo unspecified)
(26) Cc1cc(=O)n(C)c(=O)n1CCCCCOc1cccc([N+](=O)[O-])c1
(27) CC1(C)CC(=O)C(C=NCCN2CCN(CC(=O)Nc3ccc(F)cc3)CC2)=C(O)C1
(28) CC(C)C(N)c1csc(Nc2ccc(C(F)(F)F)cn2)n1 (stereo unspecified)
(29) CCOc1ccc(NC(=O)NCC2CCN(c3ccc(OC)cc3)C2)cc1 (stereo unspecified)
(30) Cc1ccnn1-c1ccc(C(=O)OCC(=O)Nc2ccc(F)cc2)cc1

Assay by compound | 25 | 26 | 27 | 28 | 29 | 30
TCR-CD3 inh | -2 | 3 | 3 | -4 | -2 | 1
ABHD4 inh | 7 | 0 | 2 | 8 | 1 | -1
PG9 Ab binder | -1.8 | -0.5 | 0.8 | 0.8 | -4.5 | 1.2
NR1D1 modulator | 1 | 2 | 5 | -4 | 4 | -7
PRMT1 FP inh | 0 | -2 | -1 | 4 | 3 | 0
HTRA1 inh | / | -2 | 7 | / | 10 | -3
TDP2 inh | -2 | 6 | 19 | -6 | 13 | -12
LEDGF integ inh | 4 | 0 | -1 | 11 | 2 | 4
rCAG binder | 0 | 2 | -5 | 12 | 2 | 0
SIAE primary | 0 | 3 | -3 | 1 | 6 | -3

# This is a subset (hit frequency here may not be typical).
